TGFb inhibitor: qHTS for Inhibitors of TGF-b; HepG2 CAGA-GFP TGF-b/SMAD3 reporter, GFP fluorescence, 18 h; TGF-beta stimulated, 500 pg/mL final; Potency, µM (highest dose often 46.1 µM), inactives show at the highest dose activity, negative = inhibition, actives largely listed as inhibitors; actives 1.2% (n = 410,000); AID 588855, 2011; further: potency means the concentration at half of the fitted maximal effect; on the % scale 0 is the no-effect control and ±100 the full control effect; nearly all actives have a fitted effect of over 65% in size
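GFP signal (ex488/em500-530) from TGF-beta-stimulated HEPG2 CAGA-GFP cells, 500 pg/mL final, 18 h at 37 degrees C in DMEM plus 1% FBS, normalized to unstimulated and DMSO-stimulated controls.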
A549 tox: Nrf2 qHTS screen for inhibitors: counterscreen for cytotoxicity | actives 0.16% (n = 390,000) | A549 ARE-Fluc cells, CellTiter-Fluor viability, 18-24 h | AID 504648, 2011 | Potency, µM (doses to about 46 µM), inactives show at the highest dose activity change, negative = cytotoxicity, hits mostly inhibitors; further: potency means the concentration at half of the fitted maximal effect; on the % scale 0 is the no-effect control and ±100 the full control effect
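Cytotoxicity counterscreen: CellTiter-Fluor fluorescence was measured in A549 ARE_Fluc cells after 18-24 h of compound exposure in a concentration series. The subsequent BugLite luminescent read reports ARE-luciferase activity.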
Nrf2 block: Nrf2 qHTS screen for inhibitors | A549 ARE-Fluc reporter, luciferase luminescence, 18-24 h | Potency, µM (doses to about 46 µM), for the others: top-dose activity change, negative = inhibition, actives largely listed as inhibitors | actives 2.1% (n = 360,000); further: potency means the concentration at half of the fitted maximal effect; on the % scale 0 is the no-effect control and ±100 the full control effect; nearly all actives have a fitted effect of over 60% in size
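A549 ARE_Fluc cells, 5000/well, 5% FBS OPTI-MEM; compounds in dose-response, 18-24 h at 37 °C/5% CO2; CellTiter-Fluor viability read (Ex 405/Em 525), then BugLite luciferase luminescence = Nrf2 activity.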
Nrf2 activator: qHTS of Nrf2 Activators. AREc32 ARE-luciferase reporter (MCF7-derived line), luminescence, 24 h. Potency, µM (series often up to 46.1 µM), for inactives: top-dose activation, actives largely listed as activators. actives 0.31% (n = 410,000). AID 624171, 2012; further: potency means the concentration at half of the fitted maximal effect; % of control where 0% means no effect; nearly all actives have a fitted effect of over 65% in size
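Nrf2 activation is followed as ARE-luciferase induction in the AREc32 line after one day of compound treatment; luminescence is read with Steady-Glo.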
IL2 activator: qHTS of IL-2 Activators | IL-2 activation reporter assay, cell-based qHTS; stimulated with anti-CD3/CD4/CD28 beads; in transgenic mouse T cells | activation, % (series mostly up to about 46 µM) | actives 0.065% (n = 360,000) | AID 652025, 2013; in the data active means activation above about 50%; inconclusive means mostly about 30% to 49%; further: 0% is about no effect
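Unstimulated transgenic mouse T cells, 750 per well, received compound and, after 60 minutes, anti-CD3/anti-CD4 bead plus anti-CD28 stimulation. EGFP and DsRed were quantified after 18 hours.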
EPAC2 ag: qHTS for Agonist of cAMP-regulated guanine nucleotide exchange factor 4 (EPAC2): primary screen; Potency, µM (top dose mostly 154 µM), without a hit: at the highest dose activation, hits mostly activators; actives 0.079% (n = 360,000); EPAC2 activation, biochemical qHTS; response scale: 100% = 6.5 mM cAMP response; Rap guanine nucleotide exchange factor 4 (Homo sapiens), Q8WZA2; further: potency means the concentration at half of the fitted maximal effect; nearly all actives have a fitted effect of over 50% in size
Target sequence (Q8WZA2 whole entry, looked up): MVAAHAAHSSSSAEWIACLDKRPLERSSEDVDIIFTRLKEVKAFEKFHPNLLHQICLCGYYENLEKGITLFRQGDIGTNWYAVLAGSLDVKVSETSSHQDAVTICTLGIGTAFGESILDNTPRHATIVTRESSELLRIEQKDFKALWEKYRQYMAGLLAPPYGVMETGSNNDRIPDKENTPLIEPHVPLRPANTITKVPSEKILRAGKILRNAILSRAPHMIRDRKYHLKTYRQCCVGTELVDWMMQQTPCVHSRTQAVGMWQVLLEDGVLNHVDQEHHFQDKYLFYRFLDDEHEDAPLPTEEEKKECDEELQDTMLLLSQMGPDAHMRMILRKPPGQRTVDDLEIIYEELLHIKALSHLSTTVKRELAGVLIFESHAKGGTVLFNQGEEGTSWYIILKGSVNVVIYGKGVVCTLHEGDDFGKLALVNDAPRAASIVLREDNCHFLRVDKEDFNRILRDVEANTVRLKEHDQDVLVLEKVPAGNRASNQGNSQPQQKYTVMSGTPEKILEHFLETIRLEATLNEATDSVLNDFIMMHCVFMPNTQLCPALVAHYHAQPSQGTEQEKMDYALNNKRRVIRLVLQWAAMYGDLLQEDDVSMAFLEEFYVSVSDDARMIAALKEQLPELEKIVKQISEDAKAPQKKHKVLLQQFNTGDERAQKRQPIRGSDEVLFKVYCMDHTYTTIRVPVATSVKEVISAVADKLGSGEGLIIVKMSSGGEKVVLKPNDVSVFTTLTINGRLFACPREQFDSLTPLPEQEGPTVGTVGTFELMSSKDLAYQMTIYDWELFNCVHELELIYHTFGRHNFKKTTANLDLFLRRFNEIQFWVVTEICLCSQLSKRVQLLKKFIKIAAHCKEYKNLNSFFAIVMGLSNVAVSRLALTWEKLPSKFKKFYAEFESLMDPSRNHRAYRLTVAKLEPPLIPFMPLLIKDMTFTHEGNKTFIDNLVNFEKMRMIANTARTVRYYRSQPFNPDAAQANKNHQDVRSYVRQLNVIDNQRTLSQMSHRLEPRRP
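Setup: EPAC2 100 nM, labeled Rap1B complex 250 nM, free GDP 50 uM. Compound titrations pinned in, brief spin, 5 min room temperature incubation. Kinetic fluorescence read over 30 min, normalized to 6.5 mM cAMP.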
HepG2 viability: qHTS for Inhibitors of TGF-b: Cytotox Counterscreen; HepG2 CAGA-GFP viability, ATP luminescence, 18 h; Potency, µM (series often up to 46.1 µM), without a hit: at the highest dose activity change, negative = cytotoxicity, actives largely listed as cytotoxic; actives 0.76% (n = 410,000); AID 588856, 2011; further: potency means the concentration at half of the fitted maximal effect; some results filed as inactive show a strong effect at the top dose
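CellTiter-Glo luminescence gave cytotoxicity after 18 hours at 37 degrees C. The cells were HepG2 CAGA-GFP in 1% FBS DMEM, stimulated with 500 pg/mL TGF-beta after compound addition. %Activity was normalised to no-cell wells (complete cell-killing) and DMSO (no toxicity), and curves were fitted and classified.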
S2 tox: Viability Counterscreen for Primary qHTS for Inhibitors of ATXN expression; S2 cells (HEK-293 line with an ATXN2-luciferase reporter) viability, CellTiter-Fluor protease fluorescence, 24 h; Potency, µM (highest dose often 56.7 µM), hits mostly cytotoxic; actives 0.49% (n = 400,000); AID 651635, 2014; further: potency means the concentration at half of the fitted maximal effect; nearly all actives have a fitted effect of over 40% in size
ATXN2 expr inh: Primary qHTS for Inhibitors of ATXN expression; HEK-293 ATXN2-luciferase reporter, luminescence, 24 h; Potency, µM (series often up to 57 µM), for the others: at the highest dose activity change, negative = inhibition, hits mostly inhibitors; AID 1745845, 2022; actives 0.72% (n = 360,000); further: potency means the concentration at half of the fitted maximal effect; on the % scale 0 is the no-effect control and ±100 the full control effect; nearly all actives have a fitted effect of over 55% in size
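qHTS (up to 57 uM final) was run with 24 h compound exposure of reporter cells at 37 °C. Each well was multiplexed: SteadyGlo luminescence measured ATXN2-luciferase expression after a fluorogenic Gly-Phe-AFC viability readout (25 uM final).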
Active calls of the source: *; i = inactive; u = inconclusive; x = not tested or not shown; & = joins results of further samples; [ ] = another dose, or the depositor's remark. Unless noted, the call rests on the fitted dose curve; in most records, active means well fitted curve in the direction sought with a large enough effect; inconclusive means small, poorly fitted or top-dose-only effect, or another doubt; inactive means no such curve, though single readings can be large; an effect the other way counts as inactive or inconclusive.

SMILES	TGFb inhibitor	A549 tox	Nrf2 block	Nrf2 activator	IL2 activator	EPAC2 ag	HepG2 viability	S2 tox	ATXN2 expr inh
Cc1ccc(C)c(S(=O)(=O)N(C)c2ccc(OC(=O)C3CCN(C(=O)c4ccc(F)cc4)CC3)cc2)c1	8%	8%	15%	0.2%	2.4	19%	-44%	i	4%
CCN(CC)C(=O)C1CCN(S(=O)(=O)c2c(C)noc2/C=C/c2cccc(C)c2)CC1	u	-3%	-30%	6.8%	-1.7	14%	-11%	i	-35%
CCc1ccc(OCC(=O)Nc2cccc3nsnc23)cc1	0%	17%	18%	3.0%	-1.1	8%	-6%	i	1%
Clc1ccc(-n2nnnc2Sc2ncnc3sccc23)cc1	10µM*	-13%	-17%	-3.0%	0.2	0%	-105%	x	u
Cc1ccc2nc(N3CCN(c4cccc(C)c4C)CC3)c3nnnn3c2c1	105%&0%[activator]	-3%&-2%	9%&-13%	-0.5%&0.0%	0.4	-1%	-18%&11%	i	-1%&-8%
Cc1cccc(N2CCN(C(c3ccccc3)c3nnc(-c4ccccc4Cl)o3)CC2)c1C (stereo not drawn)	-6%	1%	12%	1.2%	x	x	-16%	i	4%
Cc1ccccc1NS(=O)(=O)c1nnc(NC(=O)C(C)C)s1	0%	-2%	-10%	0.4%	0.0	2%	-3%	i	x
CC1(C)NC(C)(C)C(O)(C(N)=O)C1=O (stereo not drawn)	17%	-6%	13%	-0.7%	-0.3	0%	4%	i	1%
COC(=O)C1=C(C)N(c2ccc(C)cc2)/C(=C/c2ccc(O)cc2)C1=O	-21%	-20%	-1%	7.3%	-1.7	-3%	-25%	u	x
COc1c2ccoc2c(OC[C@@H](OC(C)=O)C(C)(C)O)c2oc(=O)ccc12	7%	4%	u	3.0%	0.1	2%	4%	i	-6%
CC1CCN(c2oc(-c3cccs3)nc2S(=O)(=O)c2ccccc2)CC1	u	-16%	u	7.7%	x	x	-26%	i	-1%
O=C(NN=C1CCCC1)c1ccccc1OCCOc1ccccc1	-9%	5%	2%	1.8%	1.2	-1%	12%	i	0%
COc1ccc(OC)c(/C=N/NC(=O)c2cc3c(OC)cc(OC)cc3[nH]2)c1	-19%	3%	u	5.3%	-0.5	6%	18%	i	-1%
O=[N+]([O-])c1ccc(S(=O)(=O)N2CCN=C2SCc2ccc(F)cc2)cc1	-2%	1%	0%	-0.2%	-2.6	6%	-5%	i	-2%
CCCC[C@H]1CCCO[C@@](C(=O)NCc2ccc(C)o2)(C(F)(F)F)C1	-6%	1%	0%	x	x	x	-11%	x	x
COc1ccc(CCNC(=O)c2ccc(CN3CCOCC3)cc2)cc1	-6%	0%	-18%	0.4%	-1.6	5%	-14%	i	-7%
Cc1ccc(NS(=O)(=O)c2ccc(C(=O)N3CCN(c4ccccn4)CC3)cc2)cc1	7%	-8%	x	2.1%	-0.5	4%	7%	i	-7%
Cc1ccc(NC(=O)C2CCCN(S(=O)(=O)c3c(C)nn(C)c3C)C2)c(C)c1 (stereo not drawn)	u	-3%	8%	-1.1%	x	x	-16%	i	-3%
CCCCn1c(Nc2ccccc2)nc2ccccc21	17%	4%	u	0.0%	1.7	5%	-13%	i	0%
O=C(CNc1cccc(Br)c1)Nc1ccc(S(=O)(=O)N2CCCCC2)cc1	u	x	x	-0.6%	-0.8	2%	-26%	i	x

Record cards (already shown). Order of values: TGFb inhibitor | A549 tox | Nrf2 block | Nrf2 activator | IL2 activator | EPAC2 ag | HepG2 viability | S2 tox | ATXN2 expr inh
Listed for O=C(CNc1cccc(Br)c1)Nc1ccc(S(=O)(=O)N2CCCCC2)cc1 : u | x | x | -0.6% | -0.8 | 2% | -26% | i | x
Listed for CCCCn1c(Nc2ccccc2)nc2ccccc21 : 17% | 4% | u | 0.0% | 1.7 | 5% | -13% | i | 0%
Listed for CC1CCN(c2oc(-c3cccs3)nc2S(=O)(=O)c2ccccc2)CC1 : u | -16% | u | 7.7% | x | x | -26% | i | -1%

Next part:
SMILES	TGFb inhibitor	A549 tox	Nrf2 block	Nrf2 activator	IL2 activator	EPAC2 ag	HepG2 viability	S2 tox	ATXN2 expr inh
COC(=O)c1[nH]c2cc(OC)c(OC)cc2c1/C=N/Nc1ccccc1	-16%	-6%	-5%	12%	532*	-78%[inhibitor]	-22%	i	x
COc1ccc(OCc2ccc(-c3nc(C#N)c(N4CCN(c5cccc(Cl)c5)CC4)o3)o2)cc1	7%	-2%	1%	0.5%	x	x	-3%	i	-3%
CC1CC(=O)Nc2ccccc2N1C(=O)COc1ccc2ccccc2c1 (stereo not drawn)	18%	11%	-1%	2.3%	-1.3	9%	15%	i	-9%
O=C(NCc1ccc2c(c1)OCO2)C(=O)NCC(c1ccco1)N1CCN(c2ccccc2)CC1 (stereo not drawn)	-6%	4%	u	-0.7%	-2.2	5%	-11%	i	-9%
CCOC(=O)C1CCN(C(=O)C2CCN(C3=NS(=O)(=O)C(c4ccc(C)cc4)=C3CC)CC2)CC1	u	0%	10%	1.3%	x	x	-21%	x	x
C=CCSc1nc(N)c(NC(=O)c2ccco2)c(=O)[nH]1	-9%	17%	0%	1.9%	1.8	21%	0%	i	3%
O=C(NCc1ccccc1)c1ccc(NC(=O)N2CC3CCCN3c3ccccc32)cc1 (stereo not drawn)	2%	0%	-26%	0.5%	x	x	-62%	i	4%
CCCNC(=O)NC(=O)CSc1nc2ccccc2n1CC(C)C	-1%	-24%	u	-0.5%	-2.6	1%	-4%	i	-12%
Cc1cc(CSc2ccccc2)ccc1NC(=O)COc1ccccc1C	0%	0%	0%	3.3%	0.1	-1%	8%	i	6%
COc1ccc2sc(-c3ccccc3OC)c(-c3ccc(OCCN4CCOCC4)cc3)c2c1	-2%	6%	-7%	7.2%	0.4	17%	1%	i	-6%
Cn1c(=O)c2c(-c3ccc(OC(F)F)cc3)cc(-c3ccccc3)nc2n(C)c1=O	-2%	1%	-3%	-0.3%	2.0	8%	-18%	u	1%
COc1ccc(-c2c(C)nc3c(-c4ccsc4)cnn3c2N)cc1	16%	5%	u	5.1%	2.2	8%	-2%	u	x
CCOc1ccccc1CN1C(=O)c2ccccc2C1C(=O)NCC1CCCO1 (stereo not drawn)	u	0%	14%	0.2%	-2.8	2%	5%	i	-3%
O=C(O)CCCn1cc(NC(=O)c2sc3ccccc3c2Cl)cn1	8%	11%	6%	-0.7%	-2.3	0%	0%	i	-8%
COc1cccc(C2C(C(=O)c3cc4ccccc4o3)=C(O)C(=O)N2CCN2CCOCC2)c1 (stereo not drawn)	19%	-14%	u	3.5%	-3.3	7%	16%	i	-10%
O=c1cc(N2CCN(Cc3ccccc3)CC2)[nH]c(=O)n1-c1ccc(Br)cc1	-1%	12%	4%	-0.2%	0.8	9%	-9%	i	-9%
CC(NC(=O)CN1CCN(S(=O)(=O)c2ccc(Br)cc2)CC1)c1ccccc1 (stereo not drawn)	-7%	5%	u	0.3%	-3.6	2%	-29%	i	0%
COc1cc(/C=C/C(=O)OCC(=O)NC(C)c2ccccc2)cc(OC)c1OC (stereo not drawn)	-3%	3%	-3%	-0.2%	0.4	-1%	-5%	i	1%
CCC(C)n1c(-c2cccc(S(=O)(=O)N(CC)CC)c2)n[nH]c1=S (stereo not drawn)	0%	1%	4%	3.4%	2.6	3%	1%	u	-10%
Cc1cccc(C(=O)NCC(=O)OCCOc2ccccc2Cl)c1	0%	7%	20%	0.1%	-6.6	11%	0%	i	-11%

Copied from the listing, three compounds:
SMILES	TGFb inhibitor	A549 tox	Nrf2 block	Nrf2 activator	IL2 activator	EPAC2 ag	HepG2 viability	S2 tox	ATXN2 expr inh
C=CCSc1nc(N)c(NC(=O)c2ccco2)c(=O)[nH]1	-9%	17%	0%	1.9%	1.8	21%	0%	i	3%
O=C(NCc1ccccc1)c1ccc(NC(=O)N2CC3CCCN3c3ccccc32)cc1 (stereo not drawn)	2%	0%	-26%	0.5%	x	x	-62%	i	4%
CCCNC(=O)NC(=O)CSc1nc2ccccc2n1CC(C)C	-1%	-24%	u	-0.5%	-2.6	1%	-4%	i	-12%

Some entries already given, limited to ATXN2 expr inh and IL2 activator:
Molecule	ATXN2 expr inh	IL2 activator
O=C(O)CCCn1cc(NC(=O)c2sc3ccccc3c2Cl)cn1	-8%	-2.3
Cn1c(=O)c2c(-c3ccc(OC(F)F)cc3)cc(-c3ccccc3)nc2n(C)c1=O	1%	2.0

(next part)
SMILES	TGFb inhibitor	A549 tox	Nrf2 block	Nrf2 activator	IL2 activator	EPAC2 ag	HepG2 viability	S2 tox	ATXN2 expr inh
COc1cccc(C(=O)NCc2ccc3c(c2)CCN3C(=O)c2ccncc2)c1	-12%	-9%	x	1.1%	x	x	-14%	x	x
O=C(N/N=C/c1ccc([N+](=O)[O-])o1)c1ccccc1-n1cccc1	10µM*	-19%	u	24%	-0.7	16%	-62%	u	u
Cc1ncoc1C(=O)Nc1nccs1	5%	2%	9%	-0.7%	0.4	-6%	-3%	i	1%
CCNC(=S)N/N=C/c1ccc(C(=O)O)cc1	-3%	-2%	4%	-0.3%	1.0	12%	-19%	i	-13%
CCOc1ccc(S(=O)(=O)Nc2cccc(-c3ccc(N4CCCCCC4)nn3)c2)cc1	0%	-13%	2%	-0.3%	-1.7	8%	0%	i	55%[activator]
COc1cc(-c2[nH]ncc2CN2CCc3sccc3C2)cc(OC)c1OC	u	-11%	u	9.8%	0.6	5%	-37%	u	x
COCC1CCN(Cc2nc(-c3ccc(OC)cc3)no2)CC1	-3%	-3%	1%	-0.3%	-2.0	1%	-14%	i	1%
